# Vif-A3G inh = inhibitors of Vif-APOBEC3G interaction. AID 602310. HeLa A3G-eYFP + Vif (tagged APOBEC3G with the HIV-1 protein that degrades it), YFP fluorescence, overnight. Potency, µM (highest dose often 46.1 µM), without a hit: at the highest dose activity, negative = active, actives largely listed as inhibitors. Q9HC16. actives 0.076% (n = 410,000);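 note: potency is the fitted concentration of half-maximal effect; % is set by controls: 0 for no effect and ±100 for the full control effect; nearly all actives have a fitted effect of over 60% in size; hits raise eYFP signal because A3G escapes Vif-driven loss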
# Target sequence (Q9HC16 whole entry, looked up): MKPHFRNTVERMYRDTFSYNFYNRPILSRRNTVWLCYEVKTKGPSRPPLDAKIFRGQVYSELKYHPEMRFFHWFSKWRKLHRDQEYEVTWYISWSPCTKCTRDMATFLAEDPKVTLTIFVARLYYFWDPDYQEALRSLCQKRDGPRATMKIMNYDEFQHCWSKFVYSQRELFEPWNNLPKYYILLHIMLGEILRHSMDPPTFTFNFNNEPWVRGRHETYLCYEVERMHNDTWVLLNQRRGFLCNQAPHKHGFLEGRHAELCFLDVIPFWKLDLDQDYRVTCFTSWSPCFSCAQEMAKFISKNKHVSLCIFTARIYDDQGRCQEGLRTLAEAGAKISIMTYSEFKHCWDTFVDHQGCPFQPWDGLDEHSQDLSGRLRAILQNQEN
#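 Read-out is eYFP fluorescence (Ex 488/Em 500-530) from Vif-expressing HeLa A3G-eYFP cells; more signal means A3G escaped Vif-mediated degradation. Cells plated overnight, compound pinned in, incubated overnight at 37 deg C.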
# Glioma ERSR ind = induces the endoplasmic reticulum stress response in human glioma cells; actives 0.02% (n = 420,000); U87-MG GRP78 promoter luciferase reporter, 16 h; Potency, µM, for inactives: at the top dose activation, actives largely listed as activators; note: potency is the fitted concentration of half-maximal effect; series mostly up to about 76 µM; % of control where 0% means no effect; nearly all actives have a fitted effect of over 35% in size
#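 ERSR induction read as luciferase luminescence (Bright-Glo, 10 min at room temperature) in stably transfected human U87-MG glioma cells exposed to compounds for 16 h, using GRP78 as sensor.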
# Vif-A3F inh = Vif-A3F binding inhibition. AID 602313. Potency, µM (titrated, usually from 46.1 µM), without a hit: at the top dose activity, negative = active. HeLa A3F-eYFP + Vif (tagged APOBEC3F with the HIV-1 protein that degrades it), YFP fluorescence increase. actives 0.2% (n = 390,000); note: potency is the fitted concentration of half-maximal effect; % of control where 0% means no effect; nearly all actives have a fitted effect of over 65% in size
#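 Fluorescence increase (Ex 488/Em 500-530) after overnight compound treatment at 37 deg C flags inhibition of Vif-driven A3F-eYFP loss in stable HeLa A3F-eYFP/Vif cells seeded overnight beforehand.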
# ERG Ets-DNA blk = ERG Ets/DNA interaction inhibition. P11308. fluorescence polarization, His-ERG Ets domain / labelled DNA. Potency, µM (doses to about 76.9 µM), without a hit: at the highest dose FP activity, negative = inhibition, actives largely listed as inhibitors. actives 0.028% (n = 370,000). AID 624246; active = well fitted inhibition curve with a large enough effect in the polarisation, with a control signal flat; inconclusive = small, poorly fitted or top-dose-only effect, or effect the other way, or a change in a side signal; inactive = no such curve, though single readings can be large or run the other way; the % refers to the polarisation;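 note: polarization taken with two DNA probes labelled with fluorescein and Texas red; potency is the fitted concentration of half-maximal effect; % of control where 0% means no effect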
# Target sequence (P11308 whole entry, looked up, the tested form may be a part): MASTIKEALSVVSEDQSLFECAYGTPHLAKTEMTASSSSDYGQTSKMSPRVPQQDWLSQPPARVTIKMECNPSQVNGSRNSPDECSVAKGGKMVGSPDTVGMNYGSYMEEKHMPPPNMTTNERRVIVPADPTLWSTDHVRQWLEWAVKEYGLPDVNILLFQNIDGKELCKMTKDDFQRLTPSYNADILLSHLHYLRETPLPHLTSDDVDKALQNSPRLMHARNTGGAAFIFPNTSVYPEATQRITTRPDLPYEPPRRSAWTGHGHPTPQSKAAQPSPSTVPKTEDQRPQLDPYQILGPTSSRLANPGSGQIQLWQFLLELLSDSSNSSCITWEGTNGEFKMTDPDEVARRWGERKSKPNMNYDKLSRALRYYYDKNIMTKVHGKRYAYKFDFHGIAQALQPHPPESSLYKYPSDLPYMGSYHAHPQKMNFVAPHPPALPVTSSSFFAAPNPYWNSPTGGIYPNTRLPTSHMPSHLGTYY
#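 His-tagged ERG Ets domain (1 uM in the protein solution; 300mM KCl, 50mM Tris-HCl, 1mM EDTA, 1mM DTT, pH 7.5) received compound, then a probe mix of 5 nM fluorescein-DNA and 100nM Texas-615-DNA. Fluorescence polarization was read for both dyes.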
# LDHA block = inhibitors of human lactate dehydrogenase A | actives 0.15% (n = 480,000) | activity change, % (values are at about 110 or 230 µM) | purified LDHA, NADH/diaphorase-resazurin fluorescence; stronger effect = lower value | P00338; in the data active = activity change below about -30%; inconclusive = mostly about -25% to -30%;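 note: plate controls were DMSO wells for no effect and wells without enzyme for full effect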
#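 Resorufin fluorescence (ex540/em590), read at 0 and 20 min after diaphorase/resazurin addition, reports the NADH left after a 5 min room-temperature reaction of 2 nM human LDH5 with 0.06 mM NADH and 0.2 mM pyruvate.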
# D2 ag = activates the human D2 dopamine receptor. actives 0.53% (n = 340,000). HEK293 T-REx D2 cells, calcium flux agonist mode. AID 485358. P14416. activation, % at 2 µM;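 active = activation over 3 SD above normal in the single-dose calcium agonist read, cut at about 30% in these data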; note: 0% is about no effect
#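 In this primary screen, compounds producing a positive calcium signal within 180 s of addition to tetracycline-induced, force-coupled HEK293 Trex D2 cells are flagged; cells are dye-loaded with a no-wash calcium kit beforehand.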
# D2 antag = D2 dopamine receptor (human) antagonism. P14416. HEK293 TREx D2 cells, calcium flux, dopamine EC80. inhibition, % at 10 µM. actives 2% (n = 340,000); in the data active = inhibition above about 30%; note: 0% is about no effect
#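 Calcium mobilization kinetics were recorded at 1 s intervals in tetracycline-induced HEK293 T-REx D2 cells, first for 180 s after compound addition and then 180 s after EC80 dopamine.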
# RGS4 inhibitor = human RGS4 inhibition; actives 0.039% (n = 390,000); AID 504845; Potency, µM (titrated, usually from 114 µM), without a hit: top-dose activity change, negative = inhibition, usual class: inhibitors; Transcreener GDP fluorescence polarization, RGS4-accelerated GTP hydrolysis; note: potency is the fitted concentration of half-maximal effect; % is set by controls: 0 for no effect and ±100 for the full control effect; nearly all actives have a fitted effect of over 75% in size; some results filed as inactive show a strong effect at the top dose
# Target sequence (P49798 whole entry, looked up): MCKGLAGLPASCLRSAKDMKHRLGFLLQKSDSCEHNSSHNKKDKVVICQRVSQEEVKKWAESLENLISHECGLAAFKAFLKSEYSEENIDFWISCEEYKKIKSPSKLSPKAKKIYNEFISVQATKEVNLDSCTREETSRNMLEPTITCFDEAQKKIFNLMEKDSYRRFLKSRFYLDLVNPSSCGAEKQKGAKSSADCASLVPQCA
#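 MLSMR compounds (23 nl, pin-transferred) preincubated 10 min at room temperature with a 500nM (2x) first reagent, then RGS4 at 900nM (2x) plus Transcreener GDP mix added; fluorescence polarization (620/688 nm) read before and after 90 min at 30 °C.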
# 12-LOX inh = ALOX12 (human) lipoxygenase inhibition. purified 12hLO, xylenol orange hydroperoxide absorbance. Potency, µM (highest dose often 108 µM), without a hit: at the highest dose activity change, negative = inhibition, hits mostly inhibitors. actives 1.1% (n = 580,000). AID 1671190; note: potency is the fitted concentration of half-maximal effect; % is set by controls: 0 for no effect and ±100 for the full control effect
#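 Hydroperoxide product was detected by ferrous iron/xylenol orange as the 573 to 405 nm absorbance ratio. Arachidonic acid at 40 uM (final) was turned over for 30 min at room temperature by 150 nM human 12hLO, pH 7.0 Hepes buffer, after 15 min compound preincubation.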
# Starred values were filed as active, the others as inactive; ? = inconclusive; . = no result given; & = joins results of further samples; [ ] = dose if it differs, or a comment. Unless noted, calls come from the whole dose curve; as a rule, active = well fitted curve in the direction sought with a large enough effect; inconclusive = small, poorly fitted or top-dose-only effect, or another doubt; inactive = no such curve, though single readings can be large; an effect the other way counts as inactive or inconclusive. An excerpt (hit frequency here may not be typical).
# The first two records, to show the layout:
# Screens in order: Vif-A3G inh, Glioma ERSR ind, Vif-A3F inh, ERG Ets-DNA blk, LDHA block, D2 ag, D2 antag, RGS4 inhibitor, 12-LOX inh
Cc1cccc(CC(=O)NC2CCS(=O)(=O)C2)c1 (stereo not drawn)
  -2%, 1%, 4%, 0%, -2, 0.6, 10, 34%, 35%
CCOC(=O)/C(=N\Nc1cc(C(F)(F)F)ccc1Cl)N(CC)CC
  0%, -3%, 1%, -9%, 21, 1.4, -13, 0%, -8%

# The whole of this part, from the first entry:
# Screens in order: Vif-A3G inh, Glioma ERSR ind, Vif-A3F inh, ERG Ets-DNA blk, LDHA block, D2 ag, D2 antag, RGS4 inhibitor, 12-LOX inh
Cc1cccc(CC(=O)NC2CCS(=O)(=O)C2)c1 (stereo not drawn)
  -2%, 1%, 4%, 0%, -2, 0.6, 10, 34%, 35%
CCOC(=O)/C(=N\Nc1cc(C(F)(F)F)ccc1Cl)N(CC)CC
  0%, -3%, 1%, -9%, 21, 1.4, -13, 0%, -8%
CCOC(=O)C1=C(C)Nc2ccccc2N=C1NC(=O)c1cccc(S(=O)(=O)N(C)C)c1
  -1%, -2%, -2%, -9%, -1, -0.3, -6, 0%, -3%
Cc1ccc(CNc2ccc3c(c2)ncn3C(C)C)cc1
  0%, -3%, 1%, 5%, 10, 37*, -3, -28%, 31%[activator]
O=C(NCc1ccco1)C1CCCN(S(=O)(=O)c2ccccc2)C1 (stereo not drawn)
  1%, -6%, 1%, 10%, 0, 0.1, -4, 0%, 0%
COc1cccc(NC(=O)N(C)C[C@@H]2OCc3cnnn3CCCC(=O)N([C@H](C)CO)C[C@@H]2C)c1
  -2%, 0%, -2%, ., -1, ., ., ., 18%
COC(=O)C1C2C=CC3(CN(c4cccc(C)c4)C(=O)C13)O2 (stereo not drawn)
  0%, -5%, 4%, -5%, -3, -0.5, -3, 3%, 405%[activator]
CCCN1C(=O)C(O)(CC(=O)c2ccc(C(C)C)cc2)c2ccccc21 (stereo not drawn)
  ., ., ., 1%, -5&-4, ., ., 3%, -27%&-16%
Cc1ccc(-c2nc(CS(=O)CC(=O)NCc3ccc(F)cc3)c(C)o2)cc1 (stereo not drawn)
  -4%, -2%, 8%, -2%, -2&3, 0.0, -10, -14%, -18%&8%
COc1ccc2cc(C(=O)N(C)Cc3ccccc3)[nH]c2c1
  0%, 0%, -7%, 2%, -1&6, 0.5, 3, -3%, 0%&28%
CCCC(C)NC(=O)CSc1nnc(-c2c[nH]c3ccccc23)o1 (stereo not drawn)
  -1%, 0%, 8%, 7%, -4, -0.4, -22, -26%, 49%[activator]
CCN(C(=O)Nc1cccc2ccccc12)c1ccccc1
  -2%, -4%, 3%, ., 10, ., ., ., -22%
O=C(OCC(=O)N1CCC(Cc2ccccc2)CC1)c1ccc[nH]c1=O
  2%, 0%, -4%, 3%, 3, -0.1, -11, -6%, 142%[activator]
C=CCN(CC=C)C(=S)NCCc1ccc(OC)c(OC)c1
  -4%, -4%, 1%, 5%, -8, 0.4, -2, 12%, -12%
COc1ccccc1N1CCN(CCN2C(=O)C3CCCN3C2=O)CC1 (stereo not drawn)
  0%, -3%, 0%, -10%, 1, 0.2, -22, -3%, ?
O=C(OCC(=O)c1c[nH]c2ccccc12)c1cc2ccccc2cc1O
  -11%, 1%, -2%, 5%, -2, ., ., 18%, ?
O=C1c2[nH]nc(-c3ccccc3O)c2C(c2ccc(F)cc2)N1CCO (stereo not drawn)
  2%, 0%, -5%, 3%, 3, 1.0, ., -1%, ?
COc1ccc(NC(=O)C2C3C=CC(O3)C2C(=O)NCc2cccnc2)cc1 (stereo not drawn)
  0%, 3%, -3%, 7%, 6, 0.9, 6, -19%, -24%
CC1Cc2ccccc2N1C1=NS(=O)(=O)c2ccccc21 (stereo not drawn)
  1%, 3%, -7%, -21%, -3, 0.7, -1, -6%, -3%
CCN(CC)S(=O)(=O)c1ccc(N2CCOCC2)c(NC(=O)c2ccc(=O)n(C)n2)c1
  -10%, 1%, 1%, -1%, -9, 0.2, -41, 6%, 171%[activator]
O=C(CNC(=O)c1cccs1)NCCN1CCN(c2ccccc2F)CC1
  -3%, -3%, -8%, ., -8, -0.5, 1, -5%, 8%[57.4 µM]
CN(C)CCCC(C)(O)C(C)(C)c1ccccc1 (stereo not drawn)
  2%, -2%, 7%, 6%, -1, 0.9, 20, -2%, 10%
O=C(CN1C(=O)C2(SCC(=O)N2c2ccc(Cl)cc2)c2ccccc21)NCCc1ccccc1 (stereo not drawn)
  -1%, -6%, 4%, -2%, 2, ., ., 11%, -10%
C=CCNC(=O)C1(S(=O)(=O)c2ccccc2)CC=CC1
  0%, -2%, 2%, -10%, 0, -1.0, -10, 7%, 1%
Cc1cc(C(=O)Nn2c(C3CCCCC3)nc3ccccc3c2=O)ccc1[N+](=O)[O-]
  -15%, -1%, -1%, 0%, -3, 1.3, 5, 4%, -6%
CN1C(C(=O)Nc2ccc(OC(F)(F)F)cc2)=CC(c2ccco2)=NS1(=O)=O
  -6%, 3%, 5%, 0%, -1, -0.3, 14, -7%, 6%
Cc1cccc(NC(=O)Cn2c(=O)oc3cc(S(=O)(=O)NC4CCCC4)ccc32)c1
  3%, -2%, 2%, 0%, 1, 0.5, ., -16%, -5%
CCOc1ccccc1Nc1ncnc2c1c(-c1ccccc1)cn2-c1ccc(OC)cc1
  2%, 0%, -10%, 0%, 2, -0.7, ., -4%, -2%
CCc1nc(C#N)c(N2CCOCC2)o1
  -2%, -1%, -8%, -4%, -3, 1.6, 3, -23%, 6%
Cc1ccc(-n2c(O)c(/C=N/n3cnnc3)c3ccccc3c2=O)cc1
  3%&2%, 0%&-2%, -3%&-15%, 4%, 7&1, 0.1&0.0, -6&-6, 18%&-17%, -23%&-19%
N#Cc1cc(C(=O)c2cc(Br)ccc2O)cn(C2CCCCC2)c1=O
  -1%, -3%, -1%, 18%, -3, 3.6, -18, -6%, -15%
Cc1ccc(OCC(O)CNC(=O)c2ccccc2C(=O)O)cc1 (stereo not drawn)
  0%, -2%, ., -7%, -1, 0.4, -13, 9%, 0%
COc1cccc(C(=O)n2nc(-c3ccco3)nc2NCc2cccs2)c1
  -2%, 0%, -8%, 4%, -6, -1.1, ., -4%, 5%
Cc1ccc(N(C(=O)CNC(=O)c2ccco2)C(C(=O)NC2CCCC2)c2cccnc2)cc1F (stereo not drawn)
  -2%, -4%, 9%, 14%, -3, -0.2, 8, -11%, -24%
Cc1ccc2nc(SCC(=O)Nc3cc(C)on3)nc(=O)n2c1
  1%, -7%, -14%, 2%, -5, 0.2, -3, 8%, -6%
CN(Cc1ccccc1)C(=O)CCS(=O)(=O)c1ccc2c(c1)oc(=O)n2C
  6%&-1%, -1%&-2%, -1%&-5%, 6%&1%, 0&-4, -0.9&0.9, 5, 25%[11.4 µM], 2%&1%
COc1ccc([C@H]2CC(=O)C=C(c3ccc(Cl)c(Cl)c3)C2)cc1
  -4%, -2%, -3%, -3%, -9, 1.0, 14, 14%, -4%
CCN(C[C@H]1N[C@@](C)(C(=O)OC)[C@H]2C(=O)N(Cc3ccccc3)C(=O)[C@@H]12)C(=O)Nc1ccc(C)cc1
  -1%, -1%, 10%, 2%, -1, ., ., 13%, ?
O=C(Nc1ccccc1)Nc1snnc1C(=O)Nc1cccc(O)c1
  -7%, 4%, -9%, 3%, -9, -0.5, -18, -3%, -27%
CC1=NNC(=O)C1CCC(=O)N/N=C/C(Br)=C/c1ccccc1 (stereo not drawn)
  3%, 1%, 0%, -3%, 9, 1.2, -11, 2%, 15%
Cc1ccc(-c2cc(=O)c3cc(F)ccc3[nH]2)cc1
  -15%, 5%, -1%, 8%, -3, 0.1, 9, -5%, -2%
C[C@H]1CN([C@@H](C)CO)C(=O)CCCn2nncc2CO[C@@H]1CN(C)Cc1ccc(Cl)c(Cl)c1
  -1%, -2%, 0%, ., 0, ., ., ., 29%
COC(=O)c1cccc(NC(=O)Nc2ccccc2OC)c1
  -5%, 10%, -2%, 2%, -4, 0.6, -4, -13%, -17%
C[C@@H]1CCCCO[C@@H](CN(C)Cc2ccc(C(F)(F)F)cc2)[C@@H](C)CN([C@H](C)CO)C(=O)c2cc(N(C)C)ccc2O1
  1%, -2%, -14%, ., 4, ., ., ., ?
CC1CCCCN1S(=O)(=O)c1ccc(C(=O)Nc2nnc(-c3ccncc3)o2)cc1 (stereo not drawn)
  3%, 3%, -2%, 2%, -2, -0.8, 6, -21%, -3%
Cc1ccc(C(=O)NNC(=S)NCC2CCCO2)cc1[N+](=O)[O-] (stereo not drawn)
  -1%, 1%, -3%, -2%, -1, -0.2, -7, -8%, 13%
CCOC(=O)CCCSc1nc2sc3c(c2c(=O)[nH]1)CCC3
  2%, -1%, -5%, 1%, 0, 0.3, -9, 23%, -29%
Cc1ccc(CSc2nc3ccncc3[nH]2)cc1
  1%, -12%, -2%, 1%, 1, -1.1, -6, 2%, 13%
Cc1c(C(=O)N(C)C)sc2c1c(=O)n(-c1ccc(Cl)c(Cl)c1)c(=O)n2Cc1ccc(F)cc1
  -6%, -3%, -3%, 5%, -1, ., ., 21%, -30%
COc1cccc(C(=O)Nc2ccccc2C(=O)OCc2cc(=O)n3nc(C)sc3n2)c1
  5%, -1%, -20%, 8%, 2, 1.9, ., -1%, -13%
CCCCNS(=O)(=O)c1ccc2nc(-c3cccnc3)cc(C(=O)NCCC)c2c1
  2%, -3%, 3%, 8%, -12, 0.3, ., 9%, 1%

# Bioassay records as filed in PubChem BioAssay.
